Source: PubChem BioAssay (several laboratories)
3CLpro inhibitor: SARS-CoV 3CLpro protease inhibitors, primary screen, biochemical, quenched FRET. recombinant SARS-CoV 3CLpro, quenched FRET peptide cleavage. inhibition, % at 6 µM. actives 0.14% (n = 290,000). AID 1706, 2009; in the data active = inhibition above about 12%
SSB-PriA inh: inhibitors of Klebsiella pneumoniae PriA binding to SSB C-terminal tail, primary screen, biochemical, AlphaScreen. inhibition, % at 33 µM. actives 0.6% (n = 430,000). PriA–SSB C-terminal tail interaction (Klebsiella pneumoniae). AID 1272365, 2023. AlphaScreen SSBct-PriA binding, biotinylated peptide; in the data active = inhibition mostly above about 37%, no sharp cut-off; inactive = mostly below about 20%;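 also: plate controls were negative control peptide for no effect and reference peptide for full effect; strong numbers were not always called active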
CCHF vOTU inh: CCHFV vOTU protease inhibitors, primary screen, biochemical, Pep-AMC substrate, fluorescence; Crimean-Congo hemorrhagic fever virus L polyprotein viral ovarian tumor (vOTU) protease …; inhibition, % at 11.5 µM; actives 0.55% (n = 370,000); AID 651958, 2012; in the data active = inhibition above about 30%; also: 0% = vehicle wells with enzyme and 100% = no enzyme wells
VHR inh abs: VHR1 phosphatase inhibitors, primary screen, biochemical, absorbance, uHTS | Dual specificity protein phosphatase 3 (Homo sapiens), P51452 | recombinant VHR phosphatase, pNPP absorbance | inhibition, % at 13.3 µM | actives 0.52% (n = 290,000) | AID 1654, 2009; in the data active = inhibition above about 50%; also: some compounds called inactive have numbers as strong as hits
Target sequence (P51452 whole entry, looked up): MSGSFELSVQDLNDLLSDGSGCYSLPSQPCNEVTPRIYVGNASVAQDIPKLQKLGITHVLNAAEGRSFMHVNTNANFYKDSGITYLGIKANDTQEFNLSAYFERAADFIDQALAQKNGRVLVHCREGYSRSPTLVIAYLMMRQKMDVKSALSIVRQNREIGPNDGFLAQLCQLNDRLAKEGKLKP
Vc quorum ag: inducers of Vibrio cholerae quorum light production without autoinducers, primary screen, BH1578 luxS cqsA deficient, single point | AID 588436, 2011 | actives 0.16% (n = 350,000) | V. cholerae BH1578 lux reporter, luminescence, 6 h | activation, % at 18.7 µM; in the data active = activation mostly above about 9.7%, no sharp cut-off; inconclusive = no clear call, values can overlap the other calls; inactive = mostly below about 3.7%; also: not every result past the cut was called active; inactives centre near 0; reference of the scale not given here
Anthrax LF inh2: Bacillus anthracis LF protease inhibitors, primary screen, biochemical, multiplex microsphere, MLPCN library | actives 0.12% (n = 360,000) | AID 588501, 2011 | inhibition, % at 10 µM | multiplex microsphere protease cleavage assay; also: plate controls were buffer without enzyme for full effect and enzyme alone for no effect
Target sequence (P15917 whole entry, looked up): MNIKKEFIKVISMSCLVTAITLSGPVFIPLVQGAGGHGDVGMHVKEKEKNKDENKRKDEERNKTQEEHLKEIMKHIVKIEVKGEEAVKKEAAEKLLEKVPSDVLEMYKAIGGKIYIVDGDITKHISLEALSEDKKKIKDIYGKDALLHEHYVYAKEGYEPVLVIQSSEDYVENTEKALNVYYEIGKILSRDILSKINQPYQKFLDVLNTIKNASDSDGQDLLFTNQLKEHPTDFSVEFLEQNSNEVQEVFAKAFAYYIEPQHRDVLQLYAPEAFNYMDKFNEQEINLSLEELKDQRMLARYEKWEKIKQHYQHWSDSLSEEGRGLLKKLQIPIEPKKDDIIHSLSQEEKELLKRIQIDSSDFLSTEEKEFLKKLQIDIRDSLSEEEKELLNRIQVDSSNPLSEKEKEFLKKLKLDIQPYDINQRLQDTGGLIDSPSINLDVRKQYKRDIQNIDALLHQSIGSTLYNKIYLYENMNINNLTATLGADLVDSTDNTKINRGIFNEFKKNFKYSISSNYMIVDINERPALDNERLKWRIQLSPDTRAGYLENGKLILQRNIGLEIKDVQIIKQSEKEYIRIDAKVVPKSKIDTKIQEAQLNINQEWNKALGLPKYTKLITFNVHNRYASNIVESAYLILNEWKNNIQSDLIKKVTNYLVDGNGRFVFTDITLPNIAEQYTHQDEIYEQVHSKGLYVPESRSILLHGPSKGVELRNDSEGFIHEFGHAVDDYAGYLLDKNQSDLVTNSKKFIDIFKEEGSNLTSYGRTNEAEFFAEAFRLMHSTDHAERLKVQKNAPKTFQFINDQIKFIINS
PfHsp40 yeast: rescue of yeast from PfHsp40 toxicity, primary screen, S. cerevisiae, ATP luminescence; S. cerevisiae expressing PfHsp40, growth rescue; growth rescue, % at 12.5 µM; actives 0.68% (n = 340,000); AID 504582, 2011; in the data active = growth rescue above about 28%, passing the limit was not always enough; inconclusive = no clear call, values can overlap the other calls;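 also: yeast W303a lacking pdr1 and pdr3 grown in galactose medium; growth measured after three days at 30 °C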
Y pestis TopoI: Yersinia pestis topoisomerase I inhibitors, primary screen, biochemical, cleavage product accumulation, plate reader, single point; DNA topoisomerase I (Yersinia pestis CO92); Y. pestis Topo-I cleavage product accumulation; activity, % at 10 µM; actives 0.064% (n = 360,000); AID 504884, 2011; in the data active = activity above about 50%, passing the limit was not always enough; inconclusive = no clear call, values can overlap the other calls; also: inactives centre near 2
BoNT-A LC inh2: BoNT/A light chain protease inhibitors, primary screen, biochemical, flow cytometry, MLPCN library | Botulinum neurotoxin type A light chain protease (Clostridium botulinum A str. ATCC 3502) | multiplex microsphere protease substrate cleavage | inhibition, % at 10 µM | actives 0.17% (n = 360,000) | AID 588499, 2011; also: plate controls were buffer without enzyme for full effect and enzyme alone for no effect
TcdB GH inh: TcdB glycohydrolase inhibitors, primary screen, biochemical, single point, plate reader. Toxin B (Clostridioides difficile), P18177. TcdB glycohydrolase enzymatic assay. inhibition, % at 9.99 µM. actives 0.24% (n = 350,000). AID 652162, 2013; in the data active = inhibition above about 10%
* marks the source's active call; other numbers are inactive results; i = inactive; ? = inconclusive; . = no result given; & = joins results of further samples. Rule as the data show it, unless noted: active = inhibition above about 30%; inconclusive = no clear call, values can overlap the other calls; inactive = below that. This is a subset, so the mix of outcomes need not match the whole.

SMILES	3CLpro inhibitor	SSB-PriA inh	CCHF vOTU inh	VHR inh abs	Vc quorum ag	Anthrax LF inh2	PfHsp40 yeast	Y pestis TopoI	BoNT-A LC inh2	TcdB GH inh
COc1ccc(N(CC(=O)NC2CCCC2)C(=O)c2ccc(C)s2)cc1OC	3	-6	13	31	-0.2	2	0.1	6	1.8	1.7
Cn1nnc2cc(NC(=O)N3CC4(C)CC3CC(C)(C)C4)ccc21 (stereo not given)	0	-3	-7	-10	-8.3	-6	-0.3	7	0.7	0.4
COc1cc2oc3ccc(C#Cc4ccccn4)cc3c(=O)c2cc1OC	.	-9	-16	.	1.9	-11	-1.3	4	0.4	11*
COc1ccc(NC(=S)Nc2ccc3nccnc3c2)cc1	-12	77*	18	-2	0.0	-1	0.7	-6	1.9	.
NC(=O)C1CCN(CC(=O)Nc2cccc(C(=O)Nc3cccc(C(F)(F)F)c3)c2)CC1	2	-11	1	3	-0.4	-1	0.0	-4	1.0	1.8
COc1ccc(CC(=O)Nc2cccc3ccccc23)cc1OC	2	-4	-3	20	i	6	0.4	-8	0.1	0.5
COc1ccc(C(=O)COc2nc(C)cc(C)c2C#N)cc1	7	-7	1	17	-0.3	-3	-0.5	4	-1.3	.
O=S(=O)(/C=C/c1ccccc1)n1cnc2ccccc21	1	-11	-3	-8	-1.3	-1	-0.5	5	0.5	.
COc1ccc(N2CCN(c3ncnc4scc(-c5ccc(C)cc5)c34)CC2)cc1	5	19	4	34	-0.2	-6	4.4	36	-2.4	0.9
O=C1N(CCCCN2C(=O)C3(OCCO3)c3ccccc32)c2ccccc2C12OCCO2	-6	-8	18	-12	i	0	-1.5	13	0.1	.
O=C(O)CCN1C(=O)C2C3c4ccccc4C(c4ccccc43)C2C1=O (stereo not given)	4	-13	-3	0	i	-1	-0.8	0	-1.6	-1.2
O=C(O)c1cc(NS(=O)(=O)c2ccc(N3CCCCC3)c([N+](=O)[O-])c2)cc(C(=O)O)c1	-1	1	1	10	-0.7	2	1.1	-2	0.1	.
CCCc1[nH]n(-c2nc3ccccc3s2)c(=O)c1C=NCCCOC	2	-5	-7	-2	-0.4	-6	0.2	3	-0.1	-0.1
COc1cc(NC(=O)c2ccc3c(SCC(=O)O)c4c(nc3c2)CCC4)cc(OC)c1OC	0	4	-3	-3	i	-3	1.1	2	0.8	-0.7
COc1ccc(N2CCN(C(=O)c3cn(C)c(=O)c4c3c3ccccc3n4C)CC2)cc1	5	-11	.	8	i	-6	0.1	12	-1.7	-4.0
C=CCNS(=O)(=O)c1cc(S(=O)(=O)NCC=C)c(OC)cc1OC	8	-7	-3	9	-1.2	1	0.6	3	-0.2	0.7
Cc1cc(C)c(C)c(S(=O)(=O)N2CCC(C(=O)NCc3ccco3)CC2)c1C	.	7	6	.	1.6	-1	0.6	27	-0.8	1.7
CC(=O)Nc1ccc(C(=O)OCC(=O)Nc2ccc(N3CCOCC3)cc2)cc1	-2	-5	-14	19	0.2	-1	0.5	-5	-0.7	-0.5
O=C(N=NC(=O)c1ccc2c(O)n(C3CCCCC3)c(O)c2c1)c1cccnc1	-4	-2	-10	10	-0.2	-1	-0.8	1	0.5	.
CCOC(=O)CSc1nc2ccccc2c(=O)n1CC1CCCC1	4	-51	24	26	-0.3	0	0.3	58*	-0.8	.
O=C(NN=C1CCCC1)c1ccc(O)cc1	-2	-15	17	13	i	11	0.3	5	1.1	-7.9
CC(C)NS(=O)(=O)c1ccc(OCC(=O)NCc2ccc3c(c2)OCO3)c(Cl)c1	-3	-7	12	-4	i	-4	-1.1	10	-0.1	.
O=C(O)CSc1nc2ccccc2[nH]1	4	-18	7	35	i	-5	0.5	4	0.2	.
Cc1cc(NC(=O)CS(=O)(=O)c2ccc(Cl)cc2)no1	-2	-22	-3	-9	-0.3	-2	-1.2	-6	-0.4	-4.1
COc1cccc(-n2c(=S)sc3c(=O)n(-c4ccccc4OC)c(=S)[nH]c32)c1	2	-3	17	29	-0.1	1	0.4	3	-0.1	-0.3
CN(C)c1ccc(S(=O)(=O)N(C)C)cc1NC(=O)Cc1cccc2ccccc12	0	5	4	35	-0.4	-1	-0.1	30	1.4	0.7
COc1ccc(-c2nnn(CC(=O)N(CC3CCCO3)C(C(=O)NC(C)(C)C)c3ccco3)n2)cc1OC (stereo not given)	1	10	-7	4	-0.4	-5	0.0	15	-1.5	1.3
Cc1cc(/C=C/C(=O)O)c(C)n1-c1ccc(Cl)cc1	4	-9	-13	40	-0.4	-10	0.9	1	0.1	.
CCC(CO)N=CC1=C(O)C(C(=O)c2ccccc2)CCC1=O (stereo not given)	3	-5	5	7	-1.1	1	-2.3	-6	-0.3	.
C(=N\n1cnnc1)/c1cccn1-c1ccccc1	2	.	-5	8	i	-2	-1.0	5	-1.5	.
Oc1ccc2ccccc2c1C=Nc1ccccc1Br	2	10	12	-4	i	10	-1.5	7	2.1	0.3
Cc1[nH]c2ccccc2c1C(=O)C(C)OC(=O)C1CCC1 (stereo not given)	.	-5	-6	.	i	2	-1.6	11	3.1	0.1
Cc1ccc2nc(-c3ccccc3)c(CC3CCCCC3)n2c1	.	.	3	.	.	4	.	.	1.4	0.6
COc1cc(CN2CCN(c3ncccn3)CC2)cc(OC)c1	-1	-15	0	-20	i	-4	-0.6	7	-0.5	0.3
O=C(CN1CCOCC1)OCCCc1ccccc1	-1	-7	-6	-16	0.7	1	-0.7	4	1.4	.
O=c1ccnc(Nc2ccc(Cl)cc2)[nH]1	-1	-16	-2	-1	-0.8	-4	2.1	-1	1.4	0.0
CCOc1ccc2nc(S(=O)(=O)NC(=O)C3(C)CCN3C(=O)c3cccc(F)c3)sc2c1 (stereo not given)	.	.	-10	.	i	0	.	6	-0.1	2.1
CC1CCN(C(=O)c2ccc(S(=O)(=O)N3CCOCC3)cc2)CC1	0	3	8	26	-3.1	-7	-0.1	-14	0.7	-0.2
CC(=O)Nc1cccc(Nc2nc(-c3cccs3)nc3ccccc23)c1	-4	-17	11	21	-0.3	-4	-1.8	-23	2.5	-0.1
Cc1cc(N/N=C/c2ccc(O)cc2)c2cccc(C)c2n1	-11	.	3	12	-1.3	-18	-0.6	-36	0.9	11*

Quoted at random: two compounds from above, in no set order.
SMILES	3CLpro inhibitor	SSB-PriA inh	CCHF vOTU inh	VHR inh abs	Vc quorum ag	Anthrax LF inh2	PfHsp40 yeast	Y pestis TopoI	BoNT-A LC inh2	TcdB GH inh
Oc1ccc2ccccc2c1C=Nc1ccccc1Br	2	10	12	-4	i	10	-1.5	7	2.1	0.3
CC(=O)Nc1cccc(Nc2nc(-c3cccs3)nc3ccccc23)c1	-4	-17	11	21	-0.3	-4	-1.8	-23	2.5	-0.1

More entries
SMILES	3CLpro inhibitor	SSB-PriA inh	CCHF vOTU inh	VHR inh abs	Vc quorum ag	Anthrax LF inh2	PfHsp40 yeast	Y pestis TopoI	BoNT-A LC inh2	TcdB GH inh
CS(=O)(=O)c1ccc(C2=C(CNC(=O)c3nccs3)[C@H]3CC[C@@H](C2)N3Cc2ccccc2)cc1	.	.	21	.	-0.6	8	.	-4	0.3	-2.4
O=C(Nc1ccc(Cl)cc1)C1Cc2c(-c3ccccc3)ccnc2O1 (stereo not given)	.	.	6	.	-0.6	-3	.	12	-1.0	0.6
COc1cccc(NC(=O)CN(C)C(=O)c2cc(S(=O)(=O)NCc3ccccc3)ccc2C)c1	-3	3	4	29	i	-3	-0.9	9	-4.2	-0.1
COC(=O)c1c(NC(=O)CN2CCN(Cc3ccc4c(c3)OCO4)CC2)sc(C)c1C	2	7	3	6	.	13	1.7	-7	-0.2	.
COc1ccc(OCc2nc3ccccc3n2C(C)C)cc1	4	-9	7	-14	i	0	2.8	3	0.0	0.9
CC(=O)C(=Nc1cccc(Cl)c1)NNc1ccccc1C	.	19	4	.	-0.5	0	1.0	9	-0.1	-3.4
Cc1cc(NC(=O)C(C)C)ncc1NC(=O)Cc1ccccc1	1	-11	4	21	0.5	2	-0.2	-5	-0.1	.
COCCNC(=O)CN(c1cc(Cl)ccc1OC)S(=O)(=O)c1ccc(C)c([N+](=O)[O-])c1	5	-8	-4	23	-4.1	-2	-0.7	21	-0.7	1.9
N#C/C(=N/Nc1ccccc1F)C(=N)N1CCOCC1	3	.	16	6	1.5	3	0.4	-5	?	.
CS(=O)(=O)NCc1ccc(C(=O)NCc2ccccc2)cc1	-2	-5	5	-11	5.3	-1	0.3	3	2.2	.
COC(=O)c1nn(-c2cccc(C(F)(F)F)c2)ccc1=O	-6	-18	-6	32	-0.3	16	-1.4	-6	-1.2	-1.0
COc1ccc(CCNC(=O)Cn2nnc(-c3ccc(N(C)C)cc3)n2)cc1OC	5	-21	9	9	i	-4	1.5	19	-0.4	.
COC(=O)CN1CCN(C(=O)c2ccc(F)cc2)c2ccccc2C1	1	-11	-1	32	i	6	0.2	-7	-0.5	.
COc1ccccc1CC(=O)N1CCCC1	2	-6	-7	11	i	0	-0.4	1	1.1	.
CCOC(=O)c1c(NC(=O)COc2ncnc3ccccc23)sc(C(C)=O)c1C	4	-13	1	4	i	-1	-0.6	15	0.4	.
Clc1ccc(Nc2nc(N3CCOCC3)nc(N3CCOCC3)n2)cc1Cl	8	6	5	-16	i	-2	-1.0	5	-2.2	0.0
CCc1nc2ccc(C(=O)Nc3cccc(OCC(=O)N(C)C)c3)cn2c1N(C)C(=O)c1cccc(OC)c1	.	.	9	.	-0.3	-7	.	13	1.2	-0.1
O=C(NC(=O)N1CCCCC1)c1ccc(Cl)cc1	-3	-5&-20	-4	12	2.9	-2	0.5	-3	-1.1	0.7
Cn1ccnc1C(O)c1ccco1 (stereo not given)	-3	3	1	10	i	2	-1.6	1	0.7	0.7
COc1ccc(C2c3[nH]c4ccccc4c3C[C@H]3C(=O)N(CCCO)CC(=O)N23)c(OC)c1 (stereo not given in full)	0	-5	10	20	1.6	14	-0.5	-4	-3.9	-1.7
CCOC(=O)CC(=O)CSc1ncc(C(=O)OCC)c(N)n1	2	-8	7	8	0.0	50*	-0.3	-9	0.8	.
O=C(COc1ccc(Cl)cc1)NNC(=O)c1ccc(=O)[nH]c1	.	-8	-12	.	i	-8	-1.0	-6	0.2	-0.2
O=C(Nc1ccccc1Br)c1ccc2nccnc2c1	-1	-12	2	3	i	22	6.2	2	-0.9	0.4
Cc1ccc2nc(SC(C)C(=O)N3CCCCC3)[nH]c2c1 (stereo not given)	-1	-5	-2	-8	-0.5	6	-0.8	0	-0.3	0.7
Cc1nn(C)c(C)c1S(=O)(=O)N(CC(=O)NCCCN1CC(C)CC(C)C1)c1ccc(C(C)C)cc1 (stereo not given)	0	-7	7	20	-0.1	-2	3.0	9	-1.3	2.3
Brc1ccc2[nH]c3c(c2c1)CCC3	-2	11	8	9	i	-6	7.9	-8	-7.4	0.4
